Bioassay records as filed in PubChem BioAssay.
Efa HMGR inh – inhibitors of E. faecalis class II HMGR, primary screen, biochemical, Enterococcus faecalis | HMG-CoA reductase (Enterococcus faecalis, mvaE) | purified E. faecalis HMGR, NADPH absorbance 340 nm kinetic | inhibition, % at 10 µM | 190,000 compounds, 0.41% hits | AID 1066, 2008;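 active = inhibition above a set limit, the median over all tested compounds plus 3 SD, cut at about 9.5% in these data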;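 also: enzyme runs in reverse so mevalonate oxidation gives rising NADPH absorbance; 0% = complete reaction with DMSO and 100% = background rate lacking mevalonate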
STAT1 activator – STAT1 signaling activators, primary screen, cell-based, HTS, luciferase reporter; NIH 3T3 STAT1-luciferase reporter, IFN-gamma, luminescence; 100% = IFN-gamma alone, no compound; activation (% of control), % at 5.5 µM; 200,000 compounds, 2.6% hits; AID 932, 2007;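 active = activation above the screen-wide mean activation plus 3 SD, cut at about 130% in these data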;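 also: raw ratio to IFN-gamma control signal so 100% means no change and 0% no light; values of inactives mirror those of a sister screen read the other way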
Redox H2O2 prof – compounds producing H2O2 with reducing agent – biochemical, NIH compound library profiling, artefact control for MLSCN library redox annotation, primary screen; DTT-dependent redox cycling H2O2, phenol red/HRP absorbance; 100% = 100 µM peroxide control, 0% = buffer; activation, % at 10 µM; 200,000 compounds, 0.03% hits; AID 878, 2007;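 active = activation of at least 50% relative to the plate's high and low controls in the primary single-dose screen; inactive = activation below 50%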;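 also: compound incubated with DTT at 0.8 mM final as the reducing agent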
TLR4 MyD88 comp – inhibitors of TLR4-MyD88 association in cells, primary screen, cell-based, HeLa CL3-4, BLA complementation, FRET ratio. Toll-like receptor 4 (Homo sapiens) + Myeloid differentiation primary response protein …. HeLa CL3-4 TLR4/MyD88 BLA complementation. inhibition, % at 8.4 µM. 200,000 compounds, 0.18% hits. AID 861, 2007; in the data active = inhibition above about 25%;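 also: 0% = vehicle and 100% = reference inhibitor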
Target sequence (O00206 whole entry, looked up): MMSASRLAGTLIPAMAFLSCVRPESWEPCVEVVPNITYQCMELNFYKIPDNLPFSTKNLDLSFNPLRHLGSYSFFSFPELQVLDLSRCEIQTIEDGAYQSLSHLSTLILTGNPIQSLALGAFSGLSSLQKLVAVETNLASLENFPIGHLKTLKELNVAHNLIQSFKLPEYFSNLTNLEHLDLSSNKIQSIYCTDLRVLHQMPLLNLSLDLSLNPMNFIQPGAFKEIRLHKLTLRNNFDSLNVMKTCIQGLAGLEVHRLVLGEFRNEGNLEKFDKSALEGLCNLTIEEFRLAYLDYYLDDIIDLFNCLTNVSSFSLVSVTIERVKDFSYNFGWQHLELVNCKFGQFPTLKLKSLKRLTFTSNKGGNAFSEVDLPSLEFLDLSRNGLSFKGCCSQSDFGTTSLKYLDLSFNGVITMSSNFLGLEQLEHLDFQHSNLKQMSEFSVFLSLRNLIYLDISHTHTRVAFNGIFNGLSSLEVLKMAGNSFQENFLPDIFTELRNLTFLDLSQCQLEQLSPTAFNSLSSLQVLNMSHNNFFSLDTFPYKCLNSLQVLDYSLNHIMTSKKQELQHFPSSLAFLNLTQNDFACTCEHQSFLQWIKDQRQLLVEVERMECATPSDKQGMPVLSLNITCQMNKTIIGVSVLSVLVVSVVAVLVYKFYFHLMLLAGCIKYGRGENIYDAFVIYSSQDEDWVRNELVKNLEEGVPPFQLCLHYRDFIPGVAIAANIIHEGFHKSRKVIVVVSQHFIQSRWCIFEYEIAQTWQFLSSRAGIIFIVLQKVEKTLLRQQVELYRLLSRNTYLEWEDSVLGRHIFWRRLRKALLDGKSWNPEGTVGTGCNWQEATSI
Target sequence (Q99836 whole entry, looked up): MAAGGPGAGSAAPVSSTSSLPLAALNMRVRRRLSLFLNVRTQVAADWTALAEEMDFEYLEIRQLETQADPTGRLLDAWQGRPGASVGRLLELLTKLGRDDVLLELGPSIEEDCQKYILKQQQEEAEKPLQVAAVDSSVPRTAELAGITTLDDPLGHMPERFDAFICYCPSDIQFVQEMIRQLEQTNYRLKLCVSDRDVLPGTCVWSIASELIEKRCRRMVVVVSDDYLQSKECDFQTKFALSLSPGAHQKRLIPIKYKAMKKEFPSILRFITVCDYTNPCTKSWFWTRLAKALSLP
Hsp70 activator – Hsp70 transcriptional activators, primary screen, cell-based, HeLa, Hsp70 promoter luciferase, luminescence, 10 µM. HeLa Hsp70 promoter luciferase reporter; scaled: vehicle 0, proteasome-inhibitor control 100%. activation, % at 10 µM. 200,000 compounds, 0.04% hits. AID 1203, 2008;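 active = activation above the mean across all tested compounds plus 3 SD, cutoff set per campaign, cut at about 5.5% in these data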;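 also: 100% = MG132 at 30 µM as the positive control and 0% = DMSO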
APP 5'UTR act – activators of APP 5'UTR luciferase reporter, primary screen, SH-SY5Y cells | SH-SY5Y APP 5'UTR luciferase reporter, luminescence; zero percent = DMSO vehicle wells | activation, % at 2 µM | 190,000 compounds, 1% hits | AID 1276, 2008;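 active = activation above a set limit, based on mean plus 3 SD of controls, cut at about 140% in these data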; also: values of inactives mirror those of a sister screen read the other way
STAT3 inh – IL-6 driven STAT3 reporter inhibitors, primary screen, U3A cells, luciferase, luminescence, MLSCN library. AID 862, 2007. 190,000 compounds, 0.89% hits. inhibition, % at 5.5 µM. IL-6 STAT3-luciferase reporter; host cell line lacks STAT1;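 active = inhibition above the mean inhibition across all screened compounds plus 3 SD, cut at about 44% in these data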;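 also: 0% = DMSO only wells and 100% = 100 µM nifuroxazide control wells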
NF-kB neuron act – activators of NF-kB expression in neurons, primary screen, cell-based, HTS; human neuronal cells, NF-kB reporter expression; active compounds read high; fold change at 12.5 µM; 190,000 compounds, 1.6% hits; AID 1239, 2008; in the data active = fold change above about 3.3
STAT3 act – IL-6 driven STAT3 reporter potentiators, primary screen, U3A cells, luciferase, luminescence, MLSCN library; IL-6 STAT3-luciferase reporter; 100% = signal with IL-6 EC80 alone; activation (% of control), % at 5.6 µM; 190,000 compounds, 0.91% hits; AID 871, 2007;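 active = activation above the screen-wide mean of compound activation plus 3 SD, cut at about 130% in these data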;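 also: 0% = background luminescence of wells with medium and substrate only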
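Material: human U3A cells carrying STAT3-luciferase construct. Measured by: reporter luminescence signal. Timing: compound 1 h, then IL-6 6 h at 37 °C.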
STAT1 inh – STAT1 signaling inhibitors, primary screen, cell-based, HTS, luciferase reporter. 200,000 compounds, 0.35% hits. inhibition, % at 5.5 µM. NIH 3T3 STAT1-luciferase reporter, IFN-gamma, luminescence;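 active = inhibition above a set limit, the mean inhibition across all tested compounds plus 3 SD, cut at about 34% in these data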;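 also: 0% = IFN-gamma with DMSO and 100% = IFN-gamma with 300 µM nifuroxazide; values of inactives mirror those of a sister screen read the other way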
An asterisk follows results filed as active; nt = not tested or not shown.

Results follow in this order: Efa HMGR inh | STAT1 activator | Redox H2O2 prof | TLR4 MyD88 comp | Hsp70 activator | APP 5'UTR act | STAT3 inh | NF-kB neuron act | STAT3 act | STAT1 inh
1: CC(=C/c1ccccc1)/C=N/NC(=O)c1cnccn1
→ -2 | 114 | 0.4 | 8 | -0.1 | 65 | 10 | 1.9 | 98 | -15
2: Cn1c(=O)c2c(nc(CN3CCC(C(N)=O)CC3)n2CCc2ccccc2)n(C)c1=O
→ -1 | 103 | 1.9 | 10 | -0.2 | -4 | 3 | 1.2 | 106 | -3
3: FC(F)(F)c1cc(NCc2cccs2)n2ncnc2n1
→ -6 | 98 | 2.9 | -2 | -0.5 | -1 | -4 | 0.95 | 112 | 3
4: COc1ccccc1C1CN(c2ccccc2)N=C1c1cccs1 (stereo not drawn)
→ 2 | 94 | 0.8 | -16 | 0.0 | -1 | 5 | 1.7 | 96 | 6
5: CCOc1ccc(CCN2CN(CC)CNC2=S)cc1OCC
→ -4 | 105 | -0.3 | 10 | -0.1 | 6 | -2 | 1.8 | 103 | -7
6: CC1CCN(S(=O)(=O)c2cccc(C(=O)O)c2)CC1
→ -1 | 97 | 6.6 | -3 | 0.0 | nt | 3 | 1.1 | 98 | 4
7: C/C(=N/NC(=O)c1ccoc1C)C12CC3CC(CC(C3)C1)C2
→ 2 | 122 | 0.1 | -6 | 0.1 | 158* | -9 | 2 | 113 | -24
8: COc1nc(NC(C)(C)C)nc(Oc2ccc(=O)n(C)n2)n1
→ 6 | 100 | -1.0 | -10 | -0.1 | 0 | 11 | 1.1 | 98 | 0
9: CCCn1nnnc1NC(=O)c1ccc2ccccc2c1
→ -4 | 94 | -0.1 | -5 | -0.4 | -2 | 16 | 1.2 | 86 | 6
10: CCOC(=O)c1cc(C(=O)OCC)c2cc(Br)ccc2n1
→ -1 | 99 | 0.3 | 12 | -0.1 | 0 | 15 | 1.1 | 91 | 2
11: CC(C)COC(=O)N1CC(O)CC1C(=O)O (stereo not drawn)
→ 1 | 107 | -2.3 | 3 | -0.4 | -13 | 5 | 0.99 | 101 | -6
12: CCOC(=O)c1c(N)sc2c1CCS(=O)(=O)C2
→ 0 | 99 | -1.2 | 0 | -0.3 | -2 | 7 | 0.95 | 99 | 1
13: Cc1ccsc1/C=N\NC(=O)CCc1c(C)n[nH]c1C
→ -1 | 104 | -2.6 | -7 | -0.1 | 19 | 11 | 0.98 | 97 | -6
14: COc1ccc(C(C(=O)Nc2ccc(C(C)C)cc2)N(Cc2ccco2)C(=O)CC2NC(=O)NC2=O)cc1 (stereo not drawn)
→ 0 | 112 | -0.4 | 4 | -0.1 | 8 | 2 | 0.78 | 110 | -14
15: OC(CNCc1ccc(-c2ccccc2)cc1)c1ccccc1 (stereo not drawn)
→ -3 | 100 | -1.3 | -3 | -0.1 | 4 | 10 | 1.1 | 95 | -2
16: Cc1cccc(N2CCN(C(=O)C34CC5CC(CC(C5)C3)C4)CC2)c1C
→ -4 | 110 | 0.1 | 9 | -0.3 | 0 | -6 | 0.87 | 109 | -11
17: C#CCOCCOCCOCCNc1nc(N2CCN(C(=O)Cn3cc(CC(C)O)nn3)CC2)nc(N2CCN(C(=O)[C@H]([C@@H](C)CC)n3cc(CCCN=C(N)N)nn3)CC2)n1 (stereo partly drawn)
→ -9 | 95 | 0.5 | 4 | 0.0 | 1 | 1 | 1.2 | 96 | 6
18: O=C(OCC(CO)OC(CO)n1ccc(=O)[nH]c1=O)c1ccccc1 (stereo not drawn)
→ -1 | 108 | -4.4 | -6 | -0.1 | -3 | 8 | 0.97 | 96 | -8
19: Cc1ccc(S(=O)(=O)N2CCC(C(=O)OC(C)C(=O)NCc3ccc4c(c3)OCO4)CC2)cc1 (stereo not drawn)
→ -4 | 94 | 1.7 | 4 | -0.3 | -6 | 12 | 1.1 | 97 | 7
20: CCSCc1nnc(SCC(=O)Nc2nccs2)n1CC
→ -6 | 97 | 3.0 | -15 | 0.6 | -3 | 6 | 1.4 | 103 | 3
21: O=C(Cn1c2ccc(F)cc2c2nc3n(c(=O)c21)CCS3)Nc1ccc(Cl)cc1F
→ -3 | 90 | 0.3 | -8 | -0.5 | 11 | -3 | 1.2 | 104 | 9
22: O=C(NC1CCCCCC1)C1CC(=O)N(Cc2ccccc2)C1 (stereo not drawn)
→ -6 | 112 | 1.6 | -8 | -0.2 | 4 | 9 | 1.2 | 97 | -14
23: C/C(=N\OCC(=O)Nc1ccc2c(c1)OCCO2)c1ccc2c(c1)OCCO2
→ 2 | 106 | -0.3 | 2 | -0.3 | 17 | 1 | 1 | 104 | -6
24: Oc1ccc(Cl)cc1CNCC1CCCO1 (stereo not drawn)
→ -2 | 102 | 1.3 | 13 | -0.3 | 17 | -9 | 1.1 | 113 | -2
25: Cc1occc1C(=O)NCc1ccccn1
→ -5 | 114 | 1.3 | -11 | -0.1 | 9 | -21 | 1.1 | 118 | -16
26: CC(C)(C)C(=O)NCCn1ccc2ccccc21
→ -10 | 102 | -0.8 | -2 | 0.1 | 0 | 5 | 1 | 103 | -3
27: Cc1ccc2nc(NC(=S)NC(=O)c3ccco3)sc2c1
→ 0 | 125 | 0.0 | -11 | -0.1 | 163* | -10 | 1.4 | 106 | -23
28: O=C(CC1CCCC1)OCn1nnc2ccccc2c1=O
→ -4 | 97 | -0.6 | -1 | -0.4 | -2 | 6 | 1 | 98 | 1
29: O=C(/C=C/c1ccco1)Nc1ccccn1
→ -3 | 152* | 0.0 | 4 | 0.0 | 73 | 14 | 3.2 | 88 | -58
30: CN1C(=O)C(CC(=O)N2CCN(C(c3ccccc3)c3ccccc3)CC2)N(C)C1=O (stereo not drawn)
→ -4 | 106 | -0.4 | -9 | -0.2 | 10 | -5 | 1.2 | 106 | -4

Sorted by the number under Redox H2O2 prof (high to low): 3 from the list above.
No. | mol | Redox H2O2 prof
22 | O=C(NC1CCCCCC1)C1CC(=O)N(Cc2ccccc2)C1 (stereo not drawn) | 1.6
28 | O=C(CC1CCCC1)OCn1nnc2ccccc2c1=O | -0.6
11 | CC(C)COC(=O)N1CC(O)CC1C(=O)O (stereo not drawn) | -2.3

Next structures follow.
Results follow in this order: Efa HMGR inh | STAT1 activator | Redox H2O2 prof | TLR4 MyD88 comp | Hsp70 activator | APP 5'UTR act | STAT3 inh | NF-kB neuron act | STAT3 act | STAT1 inh
31: Cc1cccc(-c2noc(CN(C)S(=O)(=O)c3cc(Cl)ccc3Cl)n2)c1
→ -7 | 93 | -1.9 | -2 | 0.0 | 3 | 8 | 1.3 | 96 | 7
32: O=C(N/N=C1/CCSC1)c1cc(Br)ccc1O
→ -2 | 90 | -1.9 | -8 | -0.2 | 22 | 6 | 1.2 | 96 | 11
33: Nc1nnc(Cc2ccccc2F)s1
→ -2 | 105 | -1.1 | -13 | -0.2 | 13 | 6 | 1 | 97 | -6
34: c1ccc(OCCSc2nc3ccccc3o2)cc1
→ 1 | 111 | -0.4 | 7 | -0.5 | 15 | 19 | 1.6 | 89 | -12
35: CC(=O)Nc1ccccc1NS(=O)(=O)c1ccc(Cl)cc1
→ -3 | 106 | 0.1 | -5 | -0.3 | -1 | 0 | 0.88 | 97 | -6
36: CCOC(=O)c1c(C)c(-c2ccccc2)n(CC(=O)N2CCN(C)CC2)c1C
→ -5 | 102 | -0.8 | -8 | -0.1 | 5 | 2 | 0.81 | 106 | -2
37: C/C=C1\C(OC2OC(CO)C(O)C(O)C2O)OC=C(C(=O)OC)C1CC(=O)OCC1C(C)C(OC(=O)CC2C(C(=O)OC)=COC(OC3OC(CO)C(O)C(O)C3O)/C2=C\C)CC1C(CO)CO (stereo not drawn)
→ 2 | 102 | 0.3 | -13 | -0.4 | 5 | nt | 1.1 | nt | -3
38: CC(C)OC(=O)c1ccc(OC(=O)c2cccnc2)cc1
→ -2 | 105 | 2.6 | -1 | -0.1 | -1 | 6 | 1.1 | 98 | -5
39: CC(=O)OCCNc1cc(Sc2nc3ccccc3[nH]2)c2nonc2c1[N+](=O)[O-]
→ 1 | 93 | 1.0 | 9 | -0.5 | -79 | 5 | 0.11 | 98 | 8
40: CCCc1cc(=O)[nH]c(SCC(=O)c2cc(C)n(-c3c(C)n(C)n(-c4ccccc4)c3=O)c2C)n1
→ 7 | 96 | -1.1 | -9 | -0.2 | 13 | 0 | 1 | 101 | 2
41: CN(C)S(=O)(=O)N1CCN(Cc2ccccc2)CC1
→ -8 | 88 | 0.5 | 3 | -0.1 | 2 | 2 | 0.98 | 104 | 13
42: CC(=O)N1CC2(CC(=O)OC(C)C)CN(C(C)=O)CC(CC(=O)OC(C)C)(C1)C2=O
→ -1 | 98 | 0.6 | -9 | 0.0 | -3 | 8 | 1.1 | 98 | 1
43: O=S(=O)(c1ccc(Cl)cc1)c1cnc(-c2cccnc2)nc1-c1ccccc1
→ -1 | 101 | 0.1 | 0 | -0.1 | -4 | 8 | 0.91 | 98 | -1
44: CCn1c(C)nc2cc(C(=O)NNC(=O)CCC3CCCCC3)ccc21
→ -1 | 97 | -0.4 | 7 | -0.3 | 4 | -2 | 1.1 | 103 | 3
45: Cc1nn(C)cc1C(C)Nc1nc2nonc2nc1N1CCCCC1 (stereo not drawn)
→ -1 | 97 | 1.1 | -3 | -0.2 | 6 | 13 | 1 | 98 | 3
46: O=c1cc(C(F)F)oc2c1ccc1ccccc12
→ -3 | 103 | -2.3 | 4 | -0.2 | -5 | 7 | 1.2 | 99 | -2
47: c1ccc(Cn2c(Nn3cnnc3)nc3ccccc32)cc1
→ -3 | 101 | 0.1 | 3 | -0.3 | -6 | 3 | 1.2 | 101 | -4
48: Cc1ccc2nc(-c3ccc(NC(=O)CN(c4ccccc4C)S(C)(=O)=O)cc3)sc2c1
→ -1 | 153* | -7.4 | 6 | 0.5 | 195* | -7 | 3.9* | 110 | -59
49: CN1C(=O)C(O)(CC(=O)c2ccccn2)c2cc(Br)ccc21 (stereo not drawn)
→ -1 | 99 | 1.4 | -1 | 0.0 | 2 | 4 | 2.3 | 102 | 1
50: COCCCN=C1NN=C(c2cc(C)n(Cc3ccccc3Cl)c2C)CS1
→ 4 | 108 | -0.2 | -5 | 0.3 | -76 | -9 | 1.3 | 113 | -9
51: Cc1ccc(/C=N/NC(=O)c2cccs2)cc1[N+](=O)[O-]
→ -3 | 121 | 2.9 | -11 | -0.1 | 17 | 27 | 3.2 | 82 | -23
52: COc1ccccc1-c1nnc(SCC(=O)N2CCOCC2)o1
→ 3 | 124 | 0.0 | -1 | 0.3 | 25 | -60 | 1.6 | 151* | -26
53: CCN(CC)CCNC(=S)Nc1ccc2nc(N3CCCC3)cc(C)c2c1
→ 2 | 101 | -1.1 | 10 | -0.2 | 1 | 9 | 1.1 | 96 | -2

Outcome played no part in choosing rows; 5.6% or so of the library scored in one or more.
